# Screens from PubChem BioAssay.
# FLuc counter: counter-screen for miR-21 project: firefly luciferase inhibitors or activators; Potency, µM (series often up to 57.5 µM), inactives show at the top dose activity change, negative = inhibition, most hits filed as inhibitors; purified FLuc, Km substrates, luminescence inhibition; 360,000 compounds, 6.9% hits; AID 588342; active = well fitted inhibition curve with a large enough effect; inconclusive = small, poorly fitted or top-dose-only effect;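 note: plate controls were vehicle for no effect and reference inhibitor for full effect; nearly all actives have a fitted effect of over 55% in size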
# Target sequence (P08659 whole entry, looked up): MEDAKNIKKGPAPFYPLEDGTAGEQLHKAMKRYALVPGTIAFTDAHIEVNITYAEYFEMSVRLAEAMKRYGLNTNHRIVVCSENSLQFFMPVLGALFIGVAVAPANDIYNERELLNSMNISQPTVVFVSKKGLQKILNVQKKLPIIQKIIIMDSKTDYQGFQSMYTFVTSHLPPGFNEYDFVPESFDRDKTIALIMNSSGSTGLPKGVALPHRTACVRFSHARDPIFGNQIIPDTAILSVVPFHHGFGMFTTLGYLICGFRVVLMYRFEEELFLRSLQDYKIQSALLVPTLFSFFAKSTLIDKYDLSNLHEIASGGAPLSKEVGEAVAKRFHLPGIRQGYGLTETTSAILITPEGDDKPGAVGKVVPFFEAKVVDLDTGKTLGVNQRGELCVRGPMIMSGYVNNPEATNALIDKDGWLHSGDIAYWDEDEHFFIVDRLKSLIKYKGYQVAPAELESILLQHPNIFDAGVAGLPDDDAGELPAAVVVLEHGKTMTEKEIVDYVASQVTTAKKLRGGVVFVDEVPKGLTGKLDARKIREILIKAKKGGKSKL
#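 Biochemical qHTS of compounds, final roughly 60 µM downward over six points, against 10 nM purified firefly luciferase using Km concentrations of substrates (10 uM D-luciferin, 10 uM ATP) in Tris acetate pH 7.5 buffer; luminescence output.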
# * hit, by the source's call; ? = inconclusive. Potency is the fitted concentration of half-maximal effect. A portion of the library; rates above refer to the full screens.
SMILES,FLuc counter
COC(=O)c1ccc(Cl)cc1NC(=O)Nc1nnc(N(C)Cc2ccccc2)s1,-16%
COC(=O)c1ccc(NC(=O)CC2C(=O)N(c3cccc(OC)c3)C(=O)N2Cc2cccc(OC)c2)cc1 (centres undefined),6%
Cc1cccc(CS(=O)(=O)Cc2ccc(C(=O)NCc3ccc(Cl)cc3)o2)c1,3%
Oc1c(C(c2ccccc2Cl)N2CCOCC2)sc2nc(-c3ccco3)nn12 (centres undefined),-19%
COc1ccc(NC(=O)C2(S(=O)(=O)c3ccc(C)cc3)CC2)c(OC)c1,-4%
CC(C)(C)OC(=O)N1CCC(N2CCN(Cc3ccccc3)C(=O)C2=O)CC1,1%
COc1ccccc1N1CCN(S(=O)(=O)c2ccc(-c3cc(C(F)(F)F)on3)s2)CC1,5%
N#C/C(=C/c1ccccc1Cl)c1nc(-c2cc3ccccc3oc2=O)cs1,-7%
COc1ccc(C(C)=O)cc1CSc1nc(NCCc2ccccc2)c2ccccc2n1,-1%
CCC1CN(C(=O)N2CCC(C(=O)NCc3cccs3)CC2)c2ccccc2O1 (centres undefined),6%
Cc1ccc(CS(=O)(=O)Cc2ccc(C(=O)NCCc3ccc(Cl)cc3)o2)cc1,-1%
Cc1[nH]c(=O)[nH]c(=O)c1C1N2CC3(C(C)C)CN1CC(C(C)C)(C2)C3=O (centres undefined),2%
COC(=O)c1sccc1S(=O)(=O)N(CC(=O)NCc1ccc(C)cc1)c1ccc(Cl)cc1,-8%
Cc1ccc(-n2nc(C(=O)Nc3ccc(Br)cc3C)c(=O)n(C)c2=O)cc1,-3%
O=C(CN1C(=O)COc2ccc(S(=O)(=O)N3CCCC3)cc21)NCCc1ccc(Cl)cc1,4%
COC(=O)c1c(C)sc(-c2c(-c3ccc4c(c3)OCCO4)[nH]c3[nH]c(=O)[nH]c(=O)c23)c1O,?
Cc1cc(C)c(Cn2c(=O)n(CCCCCC(=O)NCc3ccc4c(c3)OCO4)c(=O)c3sccc32)c(C)c1,6%
COc1ccc(NC(=O)c2cc3c(=O)n(Cc4cccs4)ccc3nc2C)c(OC)c1,-3%
CCOc1ccc(NC(=O)CCc2c(C)nc3c(c(C)nn3-c3ccccc3)c2C)cc1,-4%
Cc1nc2nc(NC(=O)c3ccc(C(C)(C)C)cc3)[nH]n2c(=O)c1Cl,?
CN(C)c1ccc(C(CNS(=O)(=O)c2ccc(Cl)cc2)N2CCCC2)cc1 (centres undefined),-5%
COC(=O)c1ccc(NC(=O)CC2C(=O)N(c3ccccc3)C(=O)N2Cc2ccco2)cc1 (centres undefined),-8%
CCOC(=O)c1c(C)oc2nc(C)nc(NCC3CCN(Cc4ccc(Cl)cc4)CC3)c12,-2%
Cn1c(=O)c(=O)n(C)c2cc(N3CCCC3)c(NC(=O)c3ccc(C(C)(C)C)cc3)cc21,-10%
Cc1cccc(NC(=O)c2ccc3[nH]c(C)cc(=O)c3c2)c1,5%

# 3 records drawn at random from the list so far, as already listed:
SMILES,FLuc counter
Cc1cccc(CS(=O)(=O)Cc2ccc(C(=O)NCc3ccc(Cl)cc3)o2)c1,3%
COC(=O)c1c(C)sc(-c2c(-c3ccc4c(c3)OCCO4)[nH]c3[nH]c(=O)[nH]c(=O)c23)c1O,?
CC(C)(C)OC(=O)N1CCC(N2CCN(Cc3ccccc3)C(=O)C2=O)CC1,1%

# Other structures
SMILES,FLuc counter
CCOC(=O)c1c(C)[nH]c(C)c1S(=O)(=O)N1CCCC(C(=O)N2CCN(c3cccc(Cl)c3)CC2)C1 (centres undefined),7%
COc1ccc(-c2cc(C)no2)cc1S(=O)(=O)N1CCN(c2ccc(C(C)=O)cc2)CC1,5%
Cc1ccc(CSc2ncc(Cl)c(C(=O)Nc3nc4ccc(C)cc4s3)n2)cc1,-16%
CCOC(=O)C1CCCN(C(=O)c2nn(-c3ccc(C)cc3)c(=O)c3c2c2ccccc2n3C)C1 (centres undefined),-2%
COc1ccc(NC(=O)c2cccc(N3CCCS3(=O)=O)c2)cc1OC,?
COc1ccc(N(Cc2cc3cccc(C)c3[nH]c2=O)C(=O)c2cccc(Cl)c2)cc1,-13%
COc1ccc(CNC(=O)CCn2nc(C)c3c(C)n(-c4ccccc4)nc3c2=O)cc1OC,4%
CC(=O)c1ccc(NC(c2ccc(F)cc2)c2nnc(-c3ccccc3)o2)cc1 (centres undefined),-2%
O=S(=O)(c1ccc(Cl)cc1)c1nc(-c2cccs2)oc1SCc1ccccc1F,4%
CC(=O)c1ccc(NC(=O)CSc2ccc3nc(-c4ccccc4)cn3n2)cc1,12µM*
CCC(=O)N1CCc2cc(Br)cc(S(=O)(=O)CCC(=O)NCCc3ccc(C)cc3)c21,5%
Cc1c(C(=O)Nc2ccc(C(=O)O)cc2)nnn1-c1ccccc1,0.27µM*
CCOc1ccc(NCc2cccn2-c2nnc(N3CCC(C(=O)NCc4ccc(C)cc4)CC3)s2)cc1,-19%
Cc1ccc(S(=O)(=O)Nc2cccc(-c3cn4cccc(C)c4n3)c2)c(C)c1,?
CCOC(=O)N1CCN(Cc2nc3cc(NC(=O)c4ccc(OC)cc4)ccc3n2C(C)C)CC1,2%
Cc1cc(F)ccc1NC(=O)C(c1ccccc1)N1Cc2ccccc2C1=O (centres undefined),-1%
COc1ccc(N2CCN(Cc3cc(=O)oc4ccc(OC)cc34)CC2)cc1,2%
O=C(COc1ccccc1F)Nc1ccc2nc(SCC(=O)N3CCCC3)sc2c1,?
Cc1cc2c(cc1NS(=O)(=O)c1ccc(NC(=O)CC(C)C)cc1)n(C)c(=O)c(=O)n2C,-20%
Cc1cc(C)c2oc(C(=O)Nc3ccc(S(=O)(=O)N4CCCCCC4)cc3)cc(=O)c2c1,-3%
Cc1cc(C(=O)Nc2ccc(Cl)cc2)c2c(C)nn(-c3ccccc3)c2n1,3%
CCOc1ccc(CN2CCN(S(=O)(=O)c3ccc(Cl)cc3)CC2)cc1,-6%
CCOc1ccccc1NC(c1nnc(-c2ccccc2)o1)c1ccc(F)cc1Cl (centres undefined),-7%
CCc1ccc(CNC(=O)c2sc3ncnc(N(C)C4CCCCC4)c3c2C)cc1,7%
Cc1cccc(C(=O)NCCc2nc3ccccc3n2Cc2ccc(Cl)cc2)c1,-13%

# Carrying on:
SMILES,FLuc counter
COC(=O)c1ccc(Cn2nnc3sc4c(c3c2=O)CCCC4)cc1,-1%
COc1ccc(NC(=O)Cn2c(SCc3ccc(C)cc3)nc3cccnc32)c(OC)c1,1.9µM*
O=C(NCc1ccccc1F)C1CCN(c2nn3cc(-c4ccc(F)cc4)nc3s2)CC1,-3%
Cc1cccc(CNC(=O)Cn2c(-c3cccs3)cc3ccccc32)c1,2%
CNC(=O)c1cnc2sc(N3CCC(C)CC3)nn2c1=O,?
Cc1cc(C)c(S(=O)(=O)N2CCC(n3c(C(F)(F)F)nc4cccnc43)CC2)c(C)c1,-11%
Cc1ccc2c(CN3CCN(C(=O)c4ccc(F)cc4)CC3)cc(=O)oc2c1,1%
CC(=O)Nc1c(C)nn(-c2ccccc2)c1N1CCC(C(=O)NCc2ccc(Cl)cc2)CC1,3%
CCc1nc(-c2cc(S(=O)(=O)N3CCN(c4ccccc4OC)CC3)ccc2OC)no1,2%
CCOC(=O)c1c(NC(=O)COc2ccccc2F)sc2c1CCCC2,-10%
COc1ccc(NC(=O)CC2C(=O)N(c3ccc(F)cc3)C(=O)N2Cc2cccnc2)cc1 (centres undefined),7%
O=C(NCC(c1cccnc1)N1CCOCC1)C(=O)Nc1cccc(Cl)c1 (centres undefined),-3%
COc1ccc(F)cc1S(=O)(=O)Nc1ccc2c(c1)CCCN2C(=O)c1cccs1,-16%
COc1ccc(Nc2nc3ccccc3c3nnc(C)n23)cc1Cl,24µM*
COC(=O)c1ccccc1NC(=O)c1nc(S(=O)(=O)Cc2ccccc2F)ncc1Cl,0%
Cc1nc(-n2nc(C)c(CCC(C)C)c2C)sc1C(=O)Nc1ccc(Br)cc1,-2%
Clc1ccccc1N1CCN(c2ncnc3c2c(-c2ccccc2)cn3-c2ccccc2)CC1,0%
CC(C)OCc1cc(CN2CCN(c3cccc(C(F)(F)F)c3)CC2)c(O)c2ncccc12,0%
CCOC(=O)c1cnc2c(ccc3ccccc32)c1Nc1cccc(C(F)(F)F)c1,-7%
O=C(NCCc1ccc(Cl)cc1)C1CCN(Cc2cc3ccccc3n2Cc2ccccc2)CC1,-6%
COc1ccccc1-c1nc(CNC(=O)Nc2ccccc2)c(C)o1,-11%
Cc1cc(C)n(-c2nc3ccccc3nc2Nc2ccc(Cl)cc2Cl)n1,-6%
Cc1coc2cc3oc(=O)c(CC(=O)NCc4ccc(F)cc4)c(C)c3cc12,-1%
COc1ccc2c(CNCCc3cccs3)c(C(=O)O)n(Cc3ccccc3C)c2c1,-7%
COC(=O)c1ccccc1NC(=O)c1ccc(CN2CC(=O)N3CCCCC3C2=O)cc1 (centres undefined),3%

# In the list so far, these have bromine.
SMILES,FLuc counter
Cc1ccc(-n2nc(C(=O)Nc3ccc(Br)cc3C)c(=O)n(C)c2=O)cc1,-3%
CCC(=O)N1CCc2cc(Br)cc(S(=O)(=O)CCC(=O)NCCc3ccc(C)cc3)c21,5%
Cc1nc(-n2nc(C)c(CCC(C)C)c2C)sc1C(=O)Nc1ccc(Br)cc1,-2%

# Remaining list, next part.
SMILES,FLuc counter
Cc1cccc(NC(=O)CSc2cn(CC(=O)N3CCCC3)c3ccccc23)c1C,-9%
COc1cc(OC)c(N(C)C(=O)C2CCCN(c3ncnc4c3nc3n4CCCCC3)C2)cc1Cl (centres undefined),-8%
CCN(c1cccc(C)c1)S(=O)(=O)c1cc2c(cc1C)n(C)c(=O)c(=O)n2C,-3%
Cc1ccc(C)c(Cn2c3ccccc3c3cnn(CC(=O)NC4CCC(C)CC4)c(=O)c32)c1 (centres undefined),-3%
Cc1ccc(-c2ccc(CCC(=O)O)n2-c2ccc(C)c(Cl)c2)cc1,?
O=C(Nc1ccc(F)c(Cl)c1)c1cc(S(=O)(=O)NCc2ccc3c(c2)OCO3)ccc1F,-7%
CCc1nc(-c2cc(S(=O)(=O)N3CCN(c4ccc(OC)cc4)CC3)ccc2OC)no1,?
CCCOc1ccc(C(=O)Nc2cc3c(cc2N2CCOCC2)n(C)c(=O)n3C)cc1,2%
CCc1ccc(N(CC)C(=O)c2sc3nc4n(c(=O)c3c2C)CCCC4)cc1,-18%
Cc1ccc(NC(=O)C2CCCN2S(=O)(=O)c2cccc3nsnc23)c(Br)c1 (centres undefined),-3%
Cc1cccc(C)c1NC(=O)c1cc(S(=O)(=O)N2CCCc3ccccc32)ccc1F,-8%
Cc1ccc(NC(=O)C(Cc2ccccc2)NS(=O)(=O)c2cccc3nsnc23)c(C)c1 (centres undefined),-14%
COc1cccc(NC(=O)c2cc(CN3CCOCC3)on2)c1,-11%
C=CCc1c(C)nc2nc(SCC(=O)Nc3ccccc3CC)nn2c1C,6%
O=C(Nc1nc2ccc(S(=O)(=O)N3CCCC3)cc2s1)c1cccc(F)c1,-2%
O=S(=O)(c1ccc(Br)cc1)c1nc(-c2cccs2)oc1SCc1ccc(F)cc1,4%
Cc1cccc(C)c1-n1ncc(C(=O)Nc2ccc3c(c2)OCCO3)c1C1CCN(C(=O)OC(C)(C)C)CC1,?
Cc1onc(-c2ccccc2Cl)c1C(=O)Oc1cc(F)cc(F)c1,-13%
CCOc1cc(CNS(=O)(=O)c2ccc3c(c2)C(C)(C)C(=O)N3)cc(OCC)c1OCC,-2%
COc1ccc(-c2nc(SCC(=O)c3ccc(Br)cc3)n[nH]2)cc1,1%
CCCCN(C)C(=O)C1CCC(Cn2c(=O)[nH]c3ccsc3c2=O)CC1 (centres undefined),-2%
O=C(Nc1nc(-c2ccc(Br)cc2)ns1)c1ccccc1F,-12%
CCOC(=O)c1c(C)[nH]c(C)c1S(=O)(=O)N1CCC(C(=O)N2CCN(c3ccc(Cl)cc3)CC2)CC1,-3%
Cn1c(NCCO)nc2c1c(=O)n(Cc1ccccc1Cl)c(=O)n2C,0%
Cc1ccc(N(C)C(=O)Cn2nc(Cc3ccncc3)c3ccccc3c2=O)cc1C,-3%

# Brought forward from above: 2 entries, then new ones.
SMILES,FLuc counter
Cn1c(NCCO)nc2c1c(=O)n(Cc1ccccc1Cl)c(=O)n2C,0%
Cc1ccc(N(C)C(=O)Cn2nc(Cc3ccncc3)c3ccccc3c2=O)cc1C,-3%
COc1ccc(OC)c(NC(=O)c2ccc3c(c2)c(C)c(C)n3Cc2ccc(F)cc2)c1,-9%
CCCC(=O)Nc1c(C(=O)N2CCN(c3ccccc3)CC2)oc2ccccc12,-5%
Cc1cc(C(=O)N2CCN(c3ccccc3)CC2)c2c(C)nn(-c3cccc(F)c3)c2n1,4%
COc1ccc(NC(=O)c2cc3ccccc3o2)c(OC)c1,5.4µM*
Cc1ccc(NC(=O)Cc2coc3c(C)c(C)ccc23)cc1Cl,-8%
O=C1CC(c2ccccc2)Cc2[nH]c(=O)c(-c3nc(-c4cccc(Cl)c4)cs3)cc21 (centres undefined),-1%
COc1ccc(S(=O)(=O)NCCc2nnc3ccc(SCC(=O)Nc4ccc(C(F)(F)F)cc4)nn23)cc1,-11%
CCCN(Cc1cccs1)C(=O)Nc1ccc(Br)c(C)c1,-13%
CCOC(=O)c1sc(NC(=O)c2nc(SC)ncc2Cl)c(C(=O)OCC)c1C,-1%
CCOc1ccccc1N1CC(c2nc3ccccc3n2CCOc2ccccc2)CC1=O (centres undefined),4%

# A few values from the results shown:
# FLuc counter, `CCOc1ccccc1N1CC(c2nc3ccccc3n2CCOc2ccccc2)CC1=O` (centres undefined) : 4%
# FLuc counter, `CCOC(=O)c1sc(NC(=O)c2nc(SC)ncc2Cl)c(C(=O)OCC)c1C` : -1%
# FLuc counter, `COc1ccc(NC(=O)c2cc3ccccc3o2)c(OC)c1` : 5.4µM*
# FLuc counter, `O=C1CC(c2ccccc2)Cc2[nH]c(=O)c(-c3nc(-c4cccc(Cl)c4)cs3)cc21` (centres undefined) : -1%
# FLuc counter, `CCCN(Cc1cccs1)C(=O)Nc1ccc(Br)c(C)c1` : -13%
# FLuc counter, `Cc1ccc(NC(=O)Cc2coc3c(C)c(C)ccc23)cc1Cl` : -8%
# FLuc counter, `Cc1cc(C(=O)N2CCN(c3ccccc3)CC2)c2c(C)nn(-c3cccc(F)c3)c2n1` : 4%
